Source: PubChem BioAssay
CBFb RUNX1 block = CBF-beta/RUNX1 interaction disruption; Q01196+Q13951; AlphaScreen CBFb-His/RUNX1-biotin binding, biochemical; Potency, µM (top dose mostly 59.8 µM), for the others: at the top dose activity, negative = inhibition, actives largely listed as inhibitors; 230,000 tested, under 10 active; AID 1477; further: % of control where 0% means no effect
Target sequence (Q01196 whole entry, looked up): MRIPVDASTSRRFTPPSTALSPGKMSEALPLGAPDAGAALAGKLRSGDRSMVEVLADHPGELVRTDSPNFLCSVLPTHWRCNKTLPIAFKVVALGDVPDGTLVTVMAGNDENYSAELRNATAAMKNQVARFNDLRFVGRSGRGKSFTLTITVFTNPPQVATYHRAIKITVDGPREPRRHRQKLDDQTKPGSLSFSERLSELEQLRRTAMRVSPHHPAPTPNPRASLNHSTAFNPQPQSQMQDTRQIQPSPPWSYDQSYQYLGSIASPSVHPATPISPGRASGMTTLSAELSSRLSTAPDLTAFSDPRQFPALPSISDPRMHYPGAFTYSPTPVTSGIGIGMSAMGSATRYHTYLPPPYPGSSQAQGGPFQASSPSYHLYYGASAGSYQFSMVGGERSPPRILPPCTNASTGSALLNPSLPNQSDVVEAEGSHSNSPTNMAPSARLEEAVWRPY
Target sequence (Q13951 whole entry, looked up): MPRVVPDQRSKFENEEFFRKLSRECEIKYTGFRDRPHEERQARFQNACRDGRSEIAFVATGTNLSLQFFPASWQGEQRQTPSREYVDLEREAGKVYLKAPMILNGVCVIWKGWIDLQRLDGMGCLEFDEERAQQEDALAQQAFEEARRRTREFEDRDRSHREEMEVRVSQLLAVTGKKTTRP
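Inhibition was taken as any reduction in AlphaScreen signal from the CBF-beta–RUNX1 pair (His and biotin tags, 30 nM each), measured after compound (15 min) and bead (90 min) incubations at room temperature.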
HTT ATP protect = cytoprotection in Huntington HTT-Q103 PC12 cell model. hit rate 0.14% among 230,000. PC12 HTT-Q103 induced, cytoprotection, ATP luminescence, 40 h. AID 1471. Potency, µM (titrated, usually from 56.4 µM), inactives show cytoprotection (ATP increase), hits mostly activators;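 further: potency means the concentration at half of the fitted maximal effect; % of control where 0% means no effect; nearly all actives have a fitted effect of over 45% in size; toxic huntingtin expression switched on by the ecdysone agonist tebufenozide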
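Quantitative HTS on tebufenozide-induced (100 nM) PC12 cells expressing HTTQ103 exon 1–GFP; compounds tested as a concentration series; survival measured via cellular ATP.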
aGlu spleen mod = lysosomal alpha-glucosidase (human) modulation; P10253; human spleen homogenate, 4-MU-alpha-glucoside fluorescence; Potency, µM (series often up to 79.9 µM), for the others: at the highest dose activity change, negative = inhibition, hits mostly inhibitors; hit rate 0.006% among 240,000; AID 2112;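 further: potency means the concentration at half of the fitted maximal effect; 0% = enzyme with vehicle and -100% = no enzyme basal signal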
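Enzyme source: human spleen homogenate, 1 ug/well. Buffer 50 mM citric acid/K phosphate pH 5.0, 0.01% Tween-20. 4-MU-alpha-glucoside 1 mM; 37 C x 40 min; NaOH/glycine stop; fluorescence.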
GAA inhib = blocks human lysosomal alpha-glucosidase | P10253 | hit rate 0.005% among 200,000 | AID 1466 | purified human GAA, 4-MU-alpha-glucoside fluorescence | Potency, µM (highest dose often 76.9 µM), for the others: at the top dose activity change, negative = inhibition, hits mostly inhibitors;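 further: potency means the concentration at half of the fitted maximal effect; plate controls were uninhibited enzyme wells for no effect and no-enzyme background for full effect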
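Fluorogenic assay: 4 nM human alpha-glucosidase with 400 uM 4-methylumbelliferyl-alpha-D-pyranoside in 50 mM citrate/phosphate, 0.005% Tween-20, pH 5.0, 20 min at room temperature. Compounds tested up to 77 uM; AC50 from Hill fits.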
GAA glycogen = GAA glycogen-cleavage inhibition or activation | P10253 | recombinant GAA, glycogen substrate, Amplex Red glucose oxidase fluorescence | Potency, µM (titrated, usually from 76.4 µM), for inactives: top-dose activity change, negative = inhibition, actives largely listed as inhibitors | hit rate 0.38% among 300,000 | AID 2100;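 further: potency means the concentration at half of the fitted maximal effect; 0% = full enzyme reaction and -100% = no-enzyme basal signal; the screen sought inhibitors and activators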
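Recombinant human enzyme (4 nM); glycogen substrate; 37 C, 40 min, pH 5.0. Readout: coupled glucose oxidase/Amplex Red fluorescence.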
Lamin A splicing = modulators of lamin A splicing; Potency, µM (series often up to 46.1 µM), without a hit: at the top dose ratio change, negative = inhibition, actives largely listed as inhibitors; AID 1487; hit rate 0.01% among 200,000; HeLa LMNA splicing GFP/RFP minigene ratio, 48 h; active means well fitted inhibition curve with a large enough effect in the signal ratio, with a control signal flat, not every such curve was filed as active; inconclusive means small, poorly fitted or top-dose-only effect, or effect the other way, or a change in a side signal; the % refers to the signal ratio; further: potency means the concentration at half of the fitted maximal effect; on the % scale 0 is the no-effect control and ±100 the full control effect
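S3 HeLa stable clones carrying a lamin A-EGFP splicing minigene plus DsRed2 were seeded at 600 cells/well in Opti-MEM with 2% FBS, pin-dosed and incubated 48 h at 37°C. Acumen cytometry (488 nm) gave the GFP/RFP total-intensity ratio.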
HTT aggregate = reduces HttQ103-GFP aggregates in PC12 cells | PC12 HttQ103-GFP aggregates, Acumen cytometry, 40 h | AID 1688 | hit rate 1.1% among 220,000 | Potency, µM (highest dose often 46.1 µM), for inactives: at the top dose activity change, negative = inhibition, actives largely listed as inhibitors; further: potency means the concentration at half of the fitted maximal effect; on the % scale 0 is the no-effect control and ±100 the full control effect; nearly all actives have a fitted effect of over 60% in size
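PC12/HTTQ103-GFP, ecdysone-inducible; teb 100 nM; cpd qHTS titration; GFP aggregates read on laser cytometer, Ex 488/Em 500-530 nm.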
Active calls of the source: *; u = inconclusive; x = no result given; [ ] = remark or other dose. Unless noted, the call rests on the fitted dose curve; in most records, active means well fitted curve in the direction sought with a large enough effect; inconclusive means small, poorly fitted or top-dose-only effect, or another doubt; inactive means no such curve, though single readings can be large; an effect the other way counts as inactive or inconclusive.

SMILES	CBFb RUNX1 block	HTT ATP protect	aGlu spleen mod	GAA inhib	GAA glycogen	Lamin A splicing	HTT aggregate
COc1ccc(C(CC(=O)N2CCOCC2)C(C)C)cc1 (stereo not drawn)	12%	-7%	-4%	-6%	0%	-2%	-21%
COc1ccccc1N(Cc1cc(=O)[nH]c2ccccc12)C(=O)c1cccc([N+](=O)[O-])c1	-12%	-7%[10 µM]	-8%	x	2%	x	-7%[9.22 µM]
O=C(NC1(C(F)(F)F)Oc2ccccc2O1)N1CCCC1	-1%	-68%[inhibitor]	2%	-3%	7.9µM*	u	-33%
CC(C)(C)n1ncc2c(=O)n(CC(=O)N3CCCCC3)cnc21	0%	-52%	6%	3%	7%	-14%[46 µM]	14%[9.22 µM]
CNC(=O)c1ccc(-c2ccc(OC)cc2)s1	4%	-28%	26%	u	-7%	13%	-10%
CCCSc1nc(O)c(C2OC(=O)c3c2ccc(OC)c3OC)c(=O)n1C (stereo not drawn)	-6%	-15%	-11%	-11%	6%	6%	27%
COc1ccccc1N(CC(=O)Nc1ccccc1C)S(C)(=O)=O	0%	11%[10 µM]	-3%	-2%	8%	-11%	3%
O=c1[nH]c(C2CCCN(S(=O)(=O)c3ccccc3)C2)nc2c1nnn2Cc1ccccc1F (stereo not drawn)	9%	8%[10 µM]	-1%	-8%	1%	12%	6%
Cc1cc(C(=O)O)ccc1[N+](=O)[O-]	u	17%	-5%	x	x	x	x
C/C(N)=C(/C#N)C(=O)COC(=O)c1cccc2ccccc12	4%	5%[10 µM]	-4%	-5%	-5%	9%	10%
Cc1cc(C)cc(N(CCC#N)C(=O)CSc2nc3nc(C)cc(C)n3n2)c1	22%	-21%[10 µM]	6%	-6%	10%	-3%	-15%
C=CCOC(=O)CCP(=O)(CCC(=O)OCC=C)c1ccccc1	5%	0%	-5%	-12%	1%	-5%	-16%
CC1CC(c2ccccc2)n2nc(NC(=O)c3ccco3)nc2N1 (stereo not drawn)	5%	-6%[0.074 µM]	-3%	9%	-1%	4%	-2%
Cc1cc(=O)c2c(o1)CC(C)(C)CC2=O	-1%	11%	-3%	0%	2%	16%	-10%
N#Cc1c(Nc2ccccc2)c(C=NCCN2CCOCC2)c[nH]c1=O	-1%	-5%	1%	6%	-7%	-7%	-7%
CCOC(=O)C1=C(C)NC(=S)NC1c1cc(C)sc1C (stereo not drawn)	-12%	x	11%	-14%	-8%	x	-26%
O=[N+]([O-])c1ccc(CSc2nnc(SCc3ccccc3)s2)cc1	9%	-12%[10 µM]	-3%	-2%	-5%	u	-18%
Cc1ccc(C(=O)NNC(=O)CSc2nnc(-c3ccccc3)n2Cc2ccccc2)cc1	0%	13%[10 µM]	2%	4%	3%	-4%	12%
C/C(=N\NC(=O)CNc1cccc(C(F)(F)F)c1)c1ccc(Br)cc1	-1%	19%[10 µM]	12%	-6%	-9%	u	-23%
CCCCC(=O)Nc1cccc(NC(=O)c2cccc(Br)c2)c1	-15%	x	0%	-1%	0%	x	7%
CN1CCN(CCCNC(=O)c2cn(C3CCCCC3)c(=O)c3c2c2ccccc2n3C)CC1	-2%	-9%[10 µM]	9%	u	14%	1%	11%
Cc1ccc2c(CC(=O)Nc3c(C)n(C)n(-c4ccccc4)c3=O)coc2c1	3%	-6%	-14%	-4%	4%	-2%	5%
COC(=O)c1c(C#N)c(N)nc2c1CCC2	7%	21%	8%	u	1%	11%	-2%
CCOC(=O)N1CCN(C(=O)CSc2nnc(-c3cccc(Cl)c3)o2)CC1	11%	-14%	-14%	-1%	-23%	-9%	-4%
CCC(=O)Nc1cc(C)c(NC(=O)c2ccccc2OC)cn1	7%	-12%	-2%	-6%	1%	4%	4%
O=C(NCc1cccnc1)C(=O)NCC(c1ccco1)N1CCN(c2ccccc2)CC1 (stereo not drawn)	-4%	10%[10 µM]	-8%	-6%	13%	-8%	-10%
COc1ccc(NC2c3ncccc3C(=O)N2Cc2ccccc2)c(OC)c1 (stereo not drawn)	-9%	0%[10 µM]	2%	-12%	4%	-1%	3%
Cc1cc(NC(=O)CSc2nnc(-c3cccnc3)n2Cc2ccccc2)no1	3%	-10%	0%	-2%	-16%	-14%[46 µM]	36%
O=C(CSC1=Nc2ccccc2C2=NC(CC(=O)NCc3ccco3)C(=O)N12)NCc1ccco1 (stereo not drawn)	-2%	-16%	0%	-1%	-6%	14%	11%
COc1cc(/C=N/Nc2nc3ccccc3s2)cc([N+](=O)[O-])c1O	u	-19%[10 µM]	-9%	-18%	u	x	-17%[9.22 µM]
O=C(COC(=O)c1cnccn1)Nc1ccc(Cl)cc1	13%	11%[10 µM]	-12%	2%	2%	-5%	-19%
C/C(=N\NC(=O)C1CC1)c1cccc(NC(=O)c2cccc(Cl)c2)c1	10%	u	3%	6%	12%	0%[46 µM]	-3%
O=C(Nc1nnc(SCc2ccccc2)s1)c1cccc([N+](=O)[O-])c1	-17%	14%[10 µM]	-2%	3%	-6%	u	-22%
COc1ccc(N2C(=O)[C@@H]3[C@H](C2=O)[C@H](C(=O)c2ccc(OC(C)=O)cc2)N2N=CC=C[C@@H]32)cc1	5%	x	-16%	-8%	-4%	u	4%
COc1ccccc1-c1c(C)nn2c(C)c(C(C)=O)cnc12	11%	7%[10 µM]	-9%	-4%	3%	8%	-5%
CCOc1ccc(C(=O)Nc2cccc(C)n2)cc1	6%	-114%[inhibitor]	-3%	-3%	4%	u	5%
Cc1ccc(N(Cc2cc3cc(C)ccc3[nH]c2=O)S(=O)(=O)c2ccccc2)cc1	-5%	7%[10 µM]	-1%	-1%	-1%	-4%	-16%
O=S(=O)(/C=C/c1ccccc1)N1CCN(c2ccc(F)cc2)CC1	2%	-2%	-4%	-4%	5%	u	-11%
COc1ccc(C(=O)N[C@H](C(=O)OCC(=O)NC(=O)c2cccn2C)C(C)C)cc1	-12%	8%[1.9 µM]	-5%	-8%	-6%	-12%	13%
COc1cc(OC)c(OC)cc1/C=N/NC(=O)C[n+]1ccccc1	-8%	6%[10 µM]	4%	-2%	13%	-6%	u
O=C(NCc1nc2ccccc2[nH]1)c1c(F)c(F)c(F)c(F)c1F	6%	x	-1%	9%	-9%	-18%[46 µM]	x
COc1cccc(C=Nc2cccc3c(=O)[nH][nH]c(=O)c23)c1O	2%	26%[10 µM]	7%	-9%	-11%	3%[46 µM]	7%
COc1ccc(-c2nnc(SCC(=O)N3CCCCC3)o2)c(OC)c1	4%	-19%[10 µM]	-4%	-4%	0%	-2%	-17%
O=C(c1cccs1)n1nc(-c2ccc(Cl)cc2)nc1NCc1ccco1	-5%	-13%	-1%	1%	-6%	-2%	4%
COc1ccc(N2CCN(C(=O)c3ccc(CS(=O)(=O)c4ccc(OC)cc4)o3)CC2)cc1	-6%	-40%	5%	-4%	21%	1%	3%
CCOC(=O)c1ccc(NC(=O)CSc2nnnn2CCCO)cc1	-1%	-5%	-8%	-3%	5%	-10%	10%
Cc1cccc(C(=O)n2cnnc2N)c1	3%	-26%	9%	14%	-10%	4%[46 µM]	8%
O=C1CC(C(=O)N(c2ccc(F)cc2)C(C(=O)NC2CCCC2)c2ccccn2)CS1 (stereo not drawn)	5%	u	-5%	u	3%	7%	3%

13 entries from above, ordered by number of heavy atoms, low to high.
SMILES	CBFb RUNX1 block	HTT ATP protect	aGlu spleen mod	GAA inhib	GAA glycogen	Lamin A splicing	HTT aggregate
Cc1cc(C(=O)O)ccc1[N+](=O)[O-]	u	17%	-5%	x	x	x	x
Cc1cc(=O)c2c(o1)CC(C)(C)CC2=O	-1%	11%	-3%	0%	2%	16%	-10%
CCOc1ccc(C(=O)Nc2cccc(C)n2)cc1	6%	-114%[inhibitor]	-3%	-3%	4%	u	5%
CCC(=O)Nc1cc(C)c(NC(=O)c2ccccc2OC)cn1	7%	-12%	-2%	-6%	1%	4%	4%
C=CCOC(=O)CCP(=O)(CCC(=O)OCC=C)c1ccccc1	5%	0%	-5%	-12%	1%	-5%	-16%
COc1ccc(-c2nnc(SCC(=O)N3CCCCC3)o2)c(OC)c1	4%	-19%[10 µM]	-4%	-4%	0%	-2%	-17%
N#Cc1c(Nc2ccccc2)c(C=NCCN2CCOCC2)c[nH]c1=O	-1%	-5%	1%	6%	-7%	-7%	-7%
CCCSc1nc(O)c(C2OC(=O)c3c2ccc(OC)c3OC)c(=O)n1C (stereo not drawn)	-6%	-15%	-11%	-11%	6%	6%	27%
COc1ccc(NC2c3ncccc3C(=O)N2Cc2ccccc2)c(OC)c1 (stereo not drawn)	-9%	0%[10 µM]	2%	-12%	4%	-1%	3%
Cc1ccc(N(Cc2cc3cc(C)ccc3[nH]c2=O)S(=O)(=O)c2ccccc2)cc1	-5%	7%[10 µM]	-1%	-1%	-1%	-4%	-16%
O=C1CC(C(=O)N(c2ccc(F)cc2)C(C(=O)NC2CCCC2)c2ccccn2)CS1 (stereo not drawn)	5%	u	-5%	u	3%	7%	3%
O=C(NCc1cccnc1)C(=O)NCC(c1ccco1)N1CCN(c2ccccc2)CC1 (stereo not drawn)	-4%	10%[10 µM]	-8%	-6%	13%	-8%	-10%
O=C(CSC1=Nc2ccccc2C2=NC(CC(=O)NCc3ccco3)C(=O)N12)NCc1ccco1 (stereo not drawn)	-2%	-16%	0%	-1%	-6%	14%	11%
